Compound activity from PubChem BioAssay.
L3MBTL1 block = inhibitors of human L3MBTL1; Q9Y468; AlphaScreen L3MBTL1–H3K9me1 peptide binding; Potency, µM (titrated, usually from 57.1 µM), inactives show top-dose activity, negative = inhibition, actives largely listed as inhibitors; 230,000 compounds, 0.66% hits; AID 485360; active = well fitted inhibition curve with a large enough effect; inconclusive = small, poorly fitted or top-dose-only effect; inactive = no such curve, though single readings can be large or run the other way; note: nearly all actives have a fitted effect of over 60% in size
Target sequence (Q9Y468 whole entry, looked up): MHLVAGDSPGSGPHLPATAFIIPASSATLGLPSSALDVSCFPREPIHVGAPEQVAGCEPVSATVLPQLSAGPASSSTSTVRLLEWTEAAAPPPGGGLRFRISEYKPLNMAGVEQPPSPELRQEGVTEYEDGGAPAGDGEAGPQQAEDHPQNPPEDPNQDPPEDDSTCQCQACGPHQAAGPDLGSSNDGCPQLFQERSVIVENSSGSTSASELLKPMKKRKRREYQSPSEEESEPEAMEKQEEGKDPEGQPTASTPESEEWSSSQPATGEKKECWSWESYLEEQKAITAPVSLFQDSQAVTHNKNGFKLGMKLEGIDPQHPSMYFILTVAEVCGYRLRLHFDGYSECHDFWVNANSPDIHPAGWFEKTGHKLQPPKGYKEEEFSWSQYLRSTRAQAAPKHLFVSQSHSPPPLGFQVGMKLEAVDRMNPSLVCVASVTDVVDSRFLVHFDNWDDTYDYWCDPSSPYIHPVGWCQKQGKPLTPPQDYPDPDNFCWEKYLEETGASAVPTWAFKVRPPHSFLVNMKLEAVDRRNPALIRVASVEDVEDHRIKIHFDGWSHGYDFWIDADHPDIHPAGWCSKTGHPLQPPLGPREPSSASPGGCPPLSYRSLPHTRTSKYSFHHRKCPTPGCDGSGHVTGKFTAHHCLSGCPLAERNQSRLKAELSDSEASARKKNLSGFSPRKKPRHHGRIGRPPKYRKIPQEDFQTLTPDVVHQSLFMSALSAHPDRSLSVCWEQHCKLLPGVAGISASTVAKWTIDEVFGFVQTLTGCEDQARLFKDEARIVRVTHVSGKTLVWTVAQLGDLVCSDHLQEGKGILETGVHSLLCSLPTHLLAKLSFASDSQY
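Read-out is AlphaScreen signal from streptavidin donor and nickel chelate acceptor beads (10 ug/mL final each) bridging L3MBTL1 (50 nM) and biotinylated K9-monomethylated H3(1-15) peptide (75 nM), after 30 min compound exposure at room temperature.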
The depositor's hits bear a star; ? = inconclusive; [ ] = remark or other dose. % is set by controls: 0 for no effect and ±100 for the full control effect; potency is the fitted concentration of half-maximal effect.

SMILES | L3MBTL1 block
O=C(COC(=O)COc1ccc(Cl)cc1Cl)NC1CCS(=O)(=O)C1 (centres undefined) | 5%
CCC1(c2ccccc2)NC(=O)N(CC(=O)Nc2cccc(S(=O)(=O)N3CCCCC3)c2)C1=O (centres undefined) | 15%
CC1(C)O[C@@H]2[C@H](O1)[C@@H](CO)O[C@H]2n1cc(Br)c(=O)[nH]c1=O | -1%
CCOC(=O)c1c(C)[nH]c(C)c1C(=O)COC(=O)/C=C/c1ccc(OC)cc1 | -7%
COc1ccccc1NC(=O)c1c([N+](=O)[O-])cnn1C | 0%
O=C(COc1ccc(F)cc1)N1CCCCCCC1 | 5%
Cc1ccc(NC(=O)CSCC(=O)Nc2ccccc2C(=O)NC2CC2)cc1 | 1%
Cc1nn(-c2ccccc2)c(C)c1NC(=O)COc1cc(F)ccc1[N+](=O)[O-] | 2%
CCN(CC(=O)Nc1c(F)cccc1F)C(=O)CN1C(=O)NC2(CCCC2)C1=O | 3%
O=c1cc(-c2ccco2)nc(SCc2cccc(Cl)c2)[nH]1 | 36%[activator]
O=C1OC[C@@H]2CCCN2C(=O)[C@@H](CC(=O)N(CCO)Cc2ccccc2)C/C=C\CC[C@H]1Cc1ccc(F)cc1 | 0%
O=C(c1cccc(S(=O)(=O)N2CCc3ccccc32)c1)N1CCN(c2ccccc2)CC1 | -9%

Continued:
SMILES | L3MBTL1 block
COc1cc(-c2noc(C)c2C(=O)NCCCN2CCCC2=O)cc(OC)c1OC | 5%
CC1=C(C)CC(C(=O)Nc2nccs2)C(C(=O)O)C1 (centres undefined) | 4%
Cc1nc(NC(=O)C2CC2)sc1C(=O)Nc1ccc(Br)cc1 | ?
CN1CCc2c(sc(NC(=O)Cc3ccccc3)c2C(N)=O)C1 | -3%
O=C(Nc1nnc(-c2ccccc2)o1)C1CCCN1S(=O)(=O)c1cccs1 (centres undefined) | -3%
COc1ccc(S(=O)(=O)NCCc2c[nH]c3ccc(C)cc23)cc1 | 3%
NC(=O)CC(NC(=O)c1ccccc1)c1ccc(NCCN2CCOCC2)c([N+](=O)[O-])c1 (centres undefined) | 11%
Cc1cn([C@H]2C[C@H](O)[C@@H](CCC(=O)NCCN3CCCCC3)O2)c(=O)[nH]c1=O | -9%
Cc1ccc(C(=O)NNC(=O)c2ccncc2)cc1[N+](=O)[O-] | -2%
Cc1cc(Nc2ccc(Br)cc2)nc(-c2ccccc2O)n1 | 8%
O=C(CN1C(=O)NC2(CCCCC2)C1=O)N1CCN(C(=O)c2cccs2)CC1 | -2%
O=C(NCC1CCCO1)C(=O)NCC1CCCN1S(=O)(=O)c1ccccc1 (centres undefined) | -8%

Quoted from the listing:
Under L3MBTL1 block, O=C(Nc1nnc(-c2ccccc2)o1)C1CCCN1S(=O)(=O)c1cccs1 (centres undefined) has the entry -3%
Under L3MBTL1 block, O=C(NCC1CCCO1)C(=O)NCC1CCCN1S(=O)(=O)c1ccccc1 (centres undefined) has the entry -8%
Under L3MBTL1 block, Cc1cc(Nc2ccc(Br)cc2)nc(-c2ccccc2O)n1 has the entry 8%
Under L3MBTL1 block, CN1CCc2c(sc(NC(=O)Cc3ccccc3)c2C(N)=O)C1 has the entry -3%

Next part:
SMILES | L3MBTL1 block
CCc1nnc(NS(=O)(=O)c2ccc(NC(=O)Nc3ccc(OC)cc3)cc2)s1 | 7%
C[C@@H]1CCCCCCCCC(=O)OCCN(C(=O)OC(C)(C)C)[C@H](C)CCCCCCCCC(=O)OCCN(C(=O)OC(C)(C)C)[C@H](C)CCCCCCCCC(=O)OCCN(C(=O)OC(C)(C)C)[C@H](C)CCCCCCCCC(=O)OCCN1C(=O)OC(C)(C)C | 36%[activator]
OCCC1CN(CC2CCCCC2)CCN1CC1CCCCC1 (centres undefined) | 2%
COC(=O)[C@@]12CCCCN1[C@H](c1ccc(-c3cc(C(C)=O)cs3)cc1)[C@H]1C(=O)N(C)C(=O)[C@H]12 | -4%
COc1ccc(CCNC(=O)c2cc(C3CC3)nc3c2cnn3C(C)C)cc1 | 43%[activator]
COc1cccc(-c2nc(-c3ccccc3)c(-c3ccccc3)[nH]2)c1OCC(=O)O | -4%
CC(NC(=O)CN1C(=O)NC2(CCCC2)C1=O)c1ccc2ccccc2c1 (centres undefined) | 8%
COc1ccc(-n2nc(C(N)=O)nc2-c2ccccc2)cc1 | 37%[activator]
O=C(c1ccc([N+](=O)[O-])o1)N(Cc1nnc(-c2ccccc2Cl)o1)C1CC1 | 0%
CC(=O)c1ccc(N2CCN(C3CCC(C(C)(C)C)CC3)CC2)cc1 (centres undefined) | 2%
COc1ccccc1C(=O)C1CCCN(Cc2cccc(OCCO)c2)C1 (centres undefined) | -7%
COc1cccc(C(=O)Nc2cccc(-c3ccc(N4CCOCC4)nn3)c2)c1 | 9%

Carrying on:
SMILES | L3MBTL1 block
COc1cc(C#Cc2c(-c3ccccc3OC)oc3ccccc23)cc(OC)c1 | 48%[activator]
CCOc1ccc(NC(=O)C2CCCN(S(=O)(=O)c3cnc[nH]3)C2)cc1 (centres undefined) | -1%
CN(C(=O)c1ccc(NC(=O)Cc2ccc(NC(=O)C3CCCN(C(=O)c4ccccc4)C3)cc2)cc1)C1CC1 (centres undefined) | 20%
CCCN(CC(=O)Nc1ccccc1OC)C(=O)C1CCCC1 | -1%
CCOc1ccc(/C=C/C(=O)Oc2ccc(OC)cc2)cc1 | 5%
O=C(CN1CCN(S(=O)(=O)c2ccc(F)c(Cl)c2)CC1)N1CCc2ccccc21 | -6%
CCCCn1nc(C(=O)Nc2cccc(C(=O)NC3CC3)c2)c2ccccc2c1=O | 1%
CCN(/C(N)=N/c1nc(C)cc(C)n1)c1ccccc1 | 6%
O=C(CSc1nccn(-c2ccc3c(c2)OCCO3)c1=O)Nc1ccccc1 | -2%
O=C(C[C@@H]1C/C=C\C[C@H](Cc2ccc(F)cc2)C(=O)OC[C@@H]2CCCN2C1=O)N[C@H](CO)Cc1ccccc1 | -6%
COc1ccc(S(=O)(=O)N2CCOCC2)cc1NC(=O)CCCOc1ccc(Cl)cc1C | 2%
O=C(COC(=O)C1(c2ccccc2F)CCCC1)N1CCNC1=O | -4%

Further compounds.
SMILES | L3MBTL1 block
COc1cccc(OCCCn2ccnc2)c1 | 15%
COc1ccc(N2CCN(S(=O)(=O)CCNC(=O)c3ccc4c(c3)OCO4)CC2)cc1 | -6%
COC(=O)[C@@H](NCc1cccc(CN([C@H](C(=O)OC)C(C)C)S(C)(=O)=O)c1)C(C)C | -7%
N#Cc1ccc(C(=O)OCC(=O)N2CCN(C(=O)c3ccco3)CC2)cc1 | -10%
CCCn1c(SCC(=O)N2CCc3ccccc3C2)nc(O)cc1=O | -14%
Cc1cccc(NS(=O)(=O)Cc2ccccc2)c1C | 5%[2.29 µM]
COc1cc2c(=O)n(CC3CCCO3)c(=O)n(CC(=O)Nc3ccccc3)c2cc1OC (centres undefined) | 0%
CCOC(=O)c1c(NC(=O)CN2C(=O)NC3(CCCC3)C2=O)sc(C)c1CC | -16%
COc1ccc(OC)c(C(O)c2nc3ccccc3n2C)c1 (centres undefined) | -3%
CCN(c1ccccc1)S(=O)(=O)c1ccc(OC)c(NC(=O)COc2ccc(C(C)=O)cc2)c1 | 10%
CCn1c(SCC(=O)N(C)CC(=O)Nc2cccc(OC)c2)nnc1-c1ccco1 | 3%
CC1CC(C)CN(C(=O)COC(=O)c2cncc(Br)c2)C1 (centres undefined) | 8%

(more compounds)
SMILES | L3MBTL1 block
Cc1ccc(CCC(=O)Nc2ccc(Br)cc2)o1 | -3%
O=C(Nc1ccc(S(=O)(=O)N2CCOCC2)cc1)c1ccc([N+](=O)[O-])s1 | -3%
CCN(CC)c1nc2c(c(=O)n(C)c(=O)n2C)n1CCCc1ccccc1 | 2%
Cc1ccc(C(=O)NNC(=O)c2ccncc2)cc1S(=O)(=O)N1CCCCC1 | 10%
Cc1ccc(S(=O)(=O)N2CCCCC2CCNC(=O)C(=O)NCCc2ccco2)cc1 (centres undefined) | -5%
COc1cccc(NC(=O)CN(C)S(=O)(=O)c2ccc3c(c2)CCC(=O)N3)c1 | ?
CC(C)CC1NC(=O)N(CC(=O)Nc2cccc(Br)c2)C1=O (centres undefined) | 3%
CCN(CC(=O)NCc1ccc(Cl)cc1)C(=O)C1CCN(S(=O)(=O)c2ccc(OC)c(OC)c2)CC1 | 1%
Cc1ccc(S(=O)(=O)N(CCC(=O)NCc2ccccc2F)c2ccccc2)cc1 | -4%
Cc1noc(C)c1COc1ccccc1C(=O)NNC(=O)c1ccccc1F | 1%
CN1C(=O)[C@@H]2[C@H](C1=O)[C@@H]1C(=O)Nc3ccccc3C(=O)N1[C@@H]2c1cccc(Br)c1 | -5%
CC12CCC(=O)N1C(C(=O)NNC(=O)c1ccccc1Cl)CS2 (centres undefined) | -2%

Additional entries.
SMILES | L3MBTL1 block
CCCCCCSc1ccc([C@@H]2[C@H]3C(=O)N(C)C(=O)[C@H]3[C@]3(C(=O)OC)CCCCN23)cc1 | -3%
Cc1ccc(NC(=O)c2ccc3c(c2)OCO3)cc1S(=O)(=O)N1CCOCC1 | -7%
O=C(Nc1cccc(Cl)c1)N1CCOCC1 | -3%
CCC(C)c1ccc(NC(=O)C2=CC=CN3CCS(=O)(=O)N=C23)cc1 (centres undefined) | -3%
CC(C)CC1NC(=O)N(CC(=O)NC2CCCCC2)C1=O (centres undefined) | -2%
CC1C(=O)N2CCCc3cc(NC(=O)C4CCCCC4)cc1c32 (centres undefined) | 4%
O=C(COC(=O)C12CC3CC(CC(O)(C3)C1)C2)Nc1ccc(Cl)cc1F | 1%
CC(C)(C)c1ccc(C(=O)NN=C2CCCC2)cc1 | -6%
OC(COc1ccccc1)CN1CCN(C(c2ccccc2)c2ccccc2)CC1 (centres undefined) | -2%
CN1CCC(N(C)S(=O)(=O)c2ccc(NC(=O)c3cccc(C#N)c3)cc2)CC1 | ?
CCOC(=O)[C@@H]1[C@H]2COc3ccccc3[C@@H]2N2C(=O)N(c3ccc(Cl)cc3)C(=O)[C@]12C | 2%
O=S(=O)(c1ccccc1F)N1CCN(c2nc(-c3cccnc3)nc3ccccc23)CC1 | -5%

Overlap with the part before: 4 entries; new compounds follow.
SMILES | L3MBTL1 block
OC(COc1ccccc1)CN1CCN(C(c2ccccc2)c2ccccc2)CC1 (centres undefined) | -2%
CN1CCC(N(C)S(=O)(=O)c2ccc(NC(=O)c3cccc(C#N)c3)cc2)CC1 | ?
CCOC(=O)[C@@H]1[C@H]2COc3ccccc3[C@@H]2N2C(=O)N(c3ccc(Cl)cc3)C(=O)[C@]12C | 2%
O=S(=O)(c1ccccc1F)N1CCN(c2nc(-c3cccnc3)nc3ccccc23)CC1 | -5%
CC(C(=O)Nc1ccc(N2CCOCC2)cc1)N1C(=O)NC(C)(C)C1=O (centres undefined) | ?
O=C(c1ccc(F)c(S(=O)(=O)N2CCOCC2)c1)N1CCN(c2ncccn2)CC1 | 0%
Cc1oc(-c2ccccc2)nc1C(=O)OCC(=O)NCc1ccc(Cl)cc1 | 5%
CCN(C(=O)COC(=O)c1ccc(SC)cc1OC)C1CCS(=O)(=O)C1 (centres undefined) | 0%
CC(=O)Nc1ccc(NC(=O)C(C)Oc2ccc(C)nc2[N+](=O)[O-])cc1 (centres undefined) | 2%
COc1ccc(NS(=O)(=O)c2ccc(O)c([N+](=O)[O-])c2)cc1S(=O)(=O)N1CCCCC1 | -7%
CN(CC(=O)Nc1ccc(F)cc1)C(=O)COC(=O)CSc1ccc(F)cc1 | 2%
COc1ccc(CCNc2nc(C)nc3c2nnn3Cc2ccccc2)cc1OC | 0%
CC(C)c1ccc(C2(C)NC(=O)N(C(C)C(=O)Nc3ccc(N4CCOCC4)cc3)C2=O)cc1 (centres undefined) | -2%
O=C(CSC1=NS(=O)(=O)c2cc(Cl)ccc2N1)NCc1ccccc1 | 2%
CC1CCCC(C)N1C(=O)COC(=O)c1cccs1 (centres undefined) | 2%
CN(CC(=O)Nc1ccc(Cl)c(C(F)(F)F)c1)C(=O)c1ccc2c(c1)NC(=O)CS2 | 8%

Other results follow:
SMILES | L3MBTL1 block
CC(Sc1nnc(C2CC2)n1C1CC1)C(=O)NC1(C#N)CCCCC1 (centres undefined) | 10%
NC(=O)C1CCN(C(=O)c2cn(-c3ccccc3)nc2-c2cccnc2)CC1 | 0%
Cc1nc2ccc(NC(=O)c3oc4ccc(F)cc4c3C)cc2s1 | 0%
CC(C)CN(C(=O)COC(=O)c1ccc([N+](=O)[O-])s1)c1c(N)n(Cc2ccccc2)c(=O)[nH]c1=O | 3%
N#CC1(NC(=O)CN2C(=O)NC(Cc3c[nH]c4ccccc34)C2=O)CCCCC1 (centres undefined) | -1%
CCOC(=O)C1(CCOc2ccccc2)CCN(Cc2ccc(O)cc2)CC1 | 22%
CCOc1ccccc1NC(=O)CN1c2cccc3cccc(c23)S1(=O)=O | 15%
COc1ccc(NC(=O)COC(=O)c2cccc(S(=O)(=O)N3CCCCC3)c2)c(OC)c1 | 0%
COc1ccc(C(=O)O)cc1S(=O)(=O)NC(C)C12CC3CC(CC(C3)C1)C2 (centres undefined) | 2%
COc1cc(OC)c(OC)cc1CN1CCN(Cc2ccco2)CC1 | 5%
COc1cccc(C(=O)N(C)CC2CCN(CCc3cccc(C(F)(F)F)c3)CC2)c1 | 0%
O=S(=O)(NCc1ccc2c(c1)OCO2)c1cccc(F)c1 | 2%

Arranged by the number under L3MBTL1 block (low to high): some entries from above.
canonical_smiles | L3MBTL1 block
N#CC1(NC(=O)CN2C(=O)NC(Cc3c[nH]c4ccccc34)C2=O)CCCCC1 (centres undefined) | -1%
COc1cccc(C(=O)N(C)CC2CCN(CCc3cccc(C(F)(F)F)c3)CC2)c1 | 0%
CCOc1ccccc1NC(=O)CN1c2cccc3cccc(c23)S1(=O)=O | 15%

Other compounds follow.
SMILES | L3MBTL1 block
CN(Cc1ccccc1)C(=O)c1cc(=O)[nH]c2ccccc12 | 0%
COc1ccc(S(=O)(=O)NCC(c2ccc(C)cc2)N2CCN(C)CC2)cc1 (centres undefined) | -12%
Cc1ccc2c(c1)c1nc3ccccc3nc1n2C | 19%
CC1=C(C(=O)OCc2ccccc2)C(c2cccc3ccccc23)NC(=O)N1CCCC(=O)O (centres undefined) | 2%

Not all compounds are listed. The share of hits here may be higher or lower than overall.
